mHTT-CaM PPI inh: mutant huntingtin-calmodulin interaction inhibitors – biochemical, AlphaScreen, primary screen; AID 1671202, 2021; 190,000 compounds, 3.6% hits; inhibition, % at 15 µM; AlphaScreen His-mHTT/GST-CaM binding, luminescence; P42858;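 further: 0% = both proteins with DMSO and 100% = one protein alone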
Pf apPOL inh: Pf-apPOL inhibitors, biochemical, fluorescence; inhibition, % at 10 µM; 210,000 compounds, 0.25% hits; Plasmodium falciparum apicoplast DNA polymerase (apPOL); Recombinant Pf-apPOL, molecular beacon fluorescence, 1.5 h; AID 1794808, 2022
The depositor's hits bear a star; x = no result given; & = joins results of further samples. No stated cut-off is given here; in the data, active means inhibition above about 50%; inactive means the rest.

structure	mHTT-CaM PPI inh	Pf apPOL inh
COc1cc(C=C2Oc3cc(OCC(=O)c4ccc(F)cc4)ccc3C2=O)cc(OC)c1OC	25	-9
O=C(Nc1ccc(I)cc1)c1ccc2snnc2c1	2	-24
CCC(=O)N1CCc2sc(C(=O)NC3CCN(Cc4ccccc4)CC3)cc2C1	3	2
COc1ccc(CN2CCN(CC3CC4C=CC3C4)CC2)cc1OC (stereo not drawn)	-2	-3
CCOc1ccccc1OCCOc1cccc(C=O)c1	-24	-7
COc1ccc(-c2[nH]ncc2C=NNC(=O)c2cccnc2)cc1	x	-1&-22
Cc1c(Nc2oc(-c3ccccc3)nc2C#N)c(=O)n(-c2ccccc2)n1C	5	-11
O=C(CCN1CCCCC1)c1ccc2c(c1)OCO2	-6	-1

Looked up above.
O=C(CCN1CCCCC1)c1ccc2c(c1)OCO2 in Pf apPOL inh is entered as -1
O=C(Nc1ccc(I)cc1)c1ccc2snnc2c1 in mHTT-CaM PPI inh is entered as 2
CCC(=O)N1CCc2sc(C(=O)NC3CCN(Cc4ccccc4)CC3)cc2C1 in mHTT-CaM PPI inh is entered as 3

The list goes on.
structure	mHTT-CaM PPI inh	Pf apPOL inh
O=C(NCCN1CCOCC1)NC1(C(F)(F)F)Oc2ccccc2O1	-3	-2
COCCN=C1Nc2ncccc2NC12CCN(C(=O)Cc1c(F)cccc1Cl)CC2	6	-5
Cc1nn2c(=O)/c(=C/c3ccc(-c4ccccc4[N+](=O)[O-])o3)sc2nc1=O	11	-6
COc1cccc(CNC(=O)C2(C)CCCN(C(=O)Cc3ccc(OC)c(OC)c3)C2)c1 (stereo not drawn)	2	4
CCn1cc(C(=O)O)c(=O)c2cc(F)c(N3CCN(S(=O)(=O)c4ccc(N)cc4)CC3)cc21	21	-1
Cc1nc2ccccc2n1C(=O)c1ccccc1Cl	-6	1
COc1ccc(CC(=O)NC2C3CC4CC(C3)CC2C4)cc1 (stereo not drawn)	-3	-2
C=CCCC(=O)Nc1ccc(CC(N)=O)cc1	-3	-1
O=C1OC(c2ccccc2F)=N/C1=C\c1ccccc1	9	1
CC(C)Cn1c(=O)c(N2CCN(C(=O)c3ccc4ncccc4c3)CC2)nc2ccncc21	8	-1
O=C(NCc1cc(F)ccc1F)C1CCN(c2cncnc2N2CCCCC2)CC1	6	1
CCOC(=O)N1CCN(C(=O)COc2ccc(Br)cc2Cl)CC1	-5	-3
Cc1ccc(NC(=O)Cn2nc(N(C)C)c3ccccc3c2=O)c(F)c1	0	-2
CCN(CC)C(=O)COc1ccc(-c2nnc(Nc3ccc(C(N)=O)cc3)c3ccccc23)cc1	35	-1
c1ccc(-c2cc(NCc3ccncc3)n3ncnc3n2)cc1	-1	0
CC(C)(C)c1ccc(Oc2ncccc2[N+](=O)[O-])c(Cl)c1	x	-16
CCc1nnc2ccc(NC(=O)Nc3cccc(F)c3)cn12	-1	3
Cc1cc(C)cc(NC(=O)N2CCCC2c2nc(-c3ccccc3C)no2)c1 (stereo not drawn)	-5	-2
CC1=C(C(=O)Nc2ccccn2)C(c2cccc(Oc3ccccc3)c2)C2=C(CCCC2=O)N1 (stereo not drawn)	13	7
Cc1cccc(NC(=O)c2ccc(OC(C)C)cc2)c1C	0	-3
Cc1cc(C)c(NC(=O)C(=O)NCC2CCN(Cc3ccccc3)CC2)c(C)c1	-6	-10
CCOC(=O)c1oc2cc(O)c(CC)cc2c(=O)c1-c1ccc2c(c1)OCCO2	4	-2
O=c1[nH]c2ccccc2c2oc(-c3ccccc3F)nc12	1	-3
COCCc1nc(C2CCCN(C(=O)COc3ccc(C)cc3)C2)n[nH]1 (stereo not drawn)	1	2

An excerpt of these results, field by field.
> Cc1cc(C)cc(NC(=O)N2CCCC2c2nc(-c3ccccc3C)no2)c1 (stereo not drawn)
  mHTT-CaM PPI inh: -5
  Pf apPOL inh: -2
> CC1=C(C(=O)Nc2ccccn2)C(c2cccc(Oc3ccccc3)c2)C2=C(CCCC2=O)N1 (stereo not drawn)
  mHTT-CaM PPI inh: 13
  Pf apPOL inh: 7

(more compounds)
structure	mHTT-CaM PPI inh	Pf apPOL inh
CCN(CC)CCn1c(-c2ccccc2)csc1=Nc1ccccc1	18	4
O=C(Cn1cc(S(=O)(=O)c2ccccc2)c2ccccc21)NCc1ccc2c(c1)OCO2	3	2
Cc1[nH]n(-c2ccccc2)c(=O)c1C=Nc1ccccc1	21	-34
COc1ccc(C(=O)Nc2cc(-c3nc4cc(Cl)ccc4o3)ccc2C)cc1[N+](=O)[O-]	4	0
Cc1nn(-c2ccccc2)c(N2CCOCC2)c1[N+](=O)[O-]	x	-4
O=C(Cc1c[nH]c2ccccc12)NC1(C(=O)NC2CCCC2)CCCCC1	2	-4
CC1(C)CC(=O)C2=C(C1)Nc1ncnn1C2c1cccc(Cl)c1 (stereo not drawn)	-10	-5
O=C(NCCN1CCOCC1)c1cc2c(s1)CN(C1CCCC1)C2	-6	-3
Cc1ncsc1CN1CCCC(c2nc(-c3ccccc3)n[nH]2)C1 (stereo not drawn)	10	-8
CN(C)C(=O)c1cc2c(s1)CCC(C(=O)N1CCN(c3ccc(F)cc3)CC1)C2 (stereo not drawn)	0	1
O=C(Nc1cccc(Cl)c1)C1CCN(c2cncnc2N2CCOCC2)CC1	20	-10
Cc1[nH]c(=O)c(C(=O)O)c(C)c1[N+](=O)[O-]	-6	x
CCCCN(C)C(=O)c1oc2ccc(S(=O)(=O)N3CCCCCC3)cc2c1C	-16	-9
O=[N+]([O-])c1ccc(-c2nc(Nc3cccc(Cl)c3)c3ccccc3n2)cc1	1	-7
CCc1ccc(NC(=O)c2ccc(F)c(S(=O)(=O)NC3CC3)c2)cc1	4	-4
O=C(Nc1ccnc2ccc(Cl)cc12)c1ccc(S(=O)(=O)NC2CC2)cc1	-3	5
COc1ccc(NC(=O)C2CC(c3cccc(OC)c3)=NO2)cc1 (stereo not drawn)	-5	-2
Cc1ccc(-c2cc3c(=O)n(CC(=O)NCC4CCCO4)ncn3n2)cc1C (stereo not drawn)	-4	0
Cc1cccn2cc(CCNS(=O)(=O)c3ccccc3F)nc12	-4	-1
N=c1c(C(=O)NCc2ccccc2)cc2c(=O)n3ccccc3nc2n1CC1CCCO1 (stereo not drawn)	-1	-4
COc1cccc(C(=O)N2CCC(CCOc3cccc(F)c3)CC2)c1	17	-3
CN(C)c1ccc(C=Nc2ccc(C(=O)O)cc2)cc1	-3	-8
Cc1ccc(O)c(Nc2c([N+](=O)[O-])c(=O)oc3ccccc23)c1	11	2
CC(O)Cn1c(Br)nc2c1c(=O)[nH]c(=O)n2C (stereo not drawn)	4	-6
Cc1ccc(C(=O)N2CCCC(c3nc(CNC(=O)C(C)C)cs3)C2)c(C)c1 (stereo not drawn)	16	-4
N#Cc1c(N)sc2c1CCCC2	4&25	-2
O=C(CS(=O)(=O)c1cn(Cc2ccc(F)cc2)c2ccccc12)N1CCCCCC1	3	-3
COc1ccc(NN=C(C#N)C(=O)NCCc2ccc(OC)c(OC)c2)cc1	x	16
O=C1S/C(=C\c2ccccc2F)C(=O)N1CNc1ccccc1Cl	17	-4
CCc1cc(-c2nc(N)ncc2-c2cscn2)c(O)cc1OC	11&24	2&-5
C=CCSc1nnc2c(n1)OC(c1cccc(OC)c1OC)Nc1ccccc1-2 (stereo not drawn)	0	-3
O=C(C=Cc1cccs1)NC(=S)Nc1ccc(S(=O)(=O)Nc2ccccc2C(F)(F)F)cc1	x	4
CN(C)c1ccc(/C=C2/SC(N3CCCCC3)=NC2=O)cc1	10	-6
CCOc1ccc(N(CC(=O)NCc2ccncc2)S(=O)(=O)c2ccc(SC)cc2)cc1	42	2
COc1ccc(/C=C2/SC(N3CCCC3)=NC2=O)cc1OC	3	-1
O=C(CNS(=O)(=O)c1cccs1)N1CCc2ccccc2C1	-5	-6
CCCCN(CC)c1nnnc2c1sc1nc(N3CCOCC3)c3c(c12)CC(C)(C)OC3	0	-4
C=CC(COCc1ccccc1)N(Cc1ccc(OC)cc1)S(=O)(=O)c1ccccc1Br (stereo not drawn)	-8	-2
Cn1nc(C(=O)NC2CC(=O)N(Cc3ccccc3)C2)c2ccccc21 (stereo not drawn)	-7	-3
O=S(CCc1ccncc1)Cc1ccccc1 (stereo not drawn)	3	-2
Cc1[nH]n(-c2ccc([N+](=O)[O-])cc2)c(=O)c1C=NCCCN1CCCC1=O	1	-6
CN1C(=O)CCc2cc(NC(=O)CCCc3ccccc3)ccc21	5	-4
CCc1ccc2oc(-c3cc(NC(=O)c4cc(OC)c(OC)c(OC)c4)ccc3O)nc2c1	12	6
CCNC(=O)N1CCCC(c2cccc(C(=O)NCc3ccc(OC)c(OC)c3)c2)C1 (stereo not drawn)	-2	2
N#Cc1c(-c2ccccc2)cc(-c2ccc(F)cc2)nc1F	0	x
CCc1cc2c(C)cc(=O)oc2cc1OCC(=O)c1ccc(C)cc1	4	2
COc1cccc(Nc2ccc(-c3ccccc3)nn2)c1	x	-6
CC(NC(=O)c1cnn2c(C(F)(F)F)cc(-c3ccccc3)nc12)c1ccccc1 (stereo not drawn)	0	-9
COc1cc(/C=C2\SC(=O)N(C)C2=O)c(Br)cc1O	15	1
O=C(NCCN1CCCCC1)C1CCN(c2nc3cccnc3s2)CC1	-8	3
Cc1ccc2c(c1)N(c1ccc(Cl)cc1)C=C(C#N)S2(=O)=O	-8	2
O=C(Oc1ccccc1)OC1CCS(=O)(=O)C1 (stereo not drawn)	-3	-13
CC(=O)Nc1ccc(N/C=C(\C#N)c2nc(-c3ccc(C)cc3C)cs2)cc1	11	4
CCOC(=O)c1ccc(NC(=O)c2cnn3c4c(cnc23)CCCCCC4)cc1	3	0
O=C(Nc1ncc(Cc2cccc(Cl)c2Cl)s1)C1=NCCN1	20	33
CCCNC(=O)C1(O)c2cc(Br)ccc2NC(=O)N1c1cccc(OC)c1 (stereo not drawn)	7	-7

A different layout for some results above.
Every second line gives: mHTT-CaM PPI inh | Pf apPOL inh
> O=C(NCCN1CCCCC1)C1CCN(c2nc3cccnc3s2)CC1
→ -8 | 3
> Cc1ccc2c(c1)N(c1ccc(Cl)cc1)C=C(C#N)S2(=O)=O
→ -8 | 2

New compounds follow.
structure	mHTT-CaM PPI inh	Pf apPOL inh
O=C(c1ccccc1C(=O)N1CCOCC1)N1CCOCC1	-5	0
CN(C)c1ccc(NC(=O)Cc2ccc(Cl)cc2)cc1	19	1
COc1ccc(C(O)=C2C(=O)C(=O)N(CCCN(C)C)C2c2ccccc2F)cc1OC (stereo not drawn)	0	2
Cc1cc(=O)c2ccc(Cl)cc2[nH]1	0&-5	-2&-1
CC(NC(=O)CC1CCN(C(=O)C2CCCCC2)CC1)c1ccc2c(c1)OCCO2 (stereo not drawn)	6	-4
NS(=O)(=O)c1ccc(NC(=O)CN2C(=O)S/C(=C\c3ccccc3)C2=O)cc1	25	-1
Cc1cccn2c(=O)c3cc(C(=O)NC4CCCCC4)c(=N)n(CCc4ccccc4)c3nc12	-3	10
CCCCCCCCN1C(=O)N(Cc2ccc(OC)cc2)S(=O)(=O)c2ccc(F)cc21	-35	-2
COc1ccc2c(N3CCC(C(=O)NCc4ccccc4)CC3)c(C#N)cnc2c1	-5	2
C=CCc1ccc(OCC(O)CN2CC(C)OC(C)C2)c(OC)c1 (stereo not drawn)	2	7
O=c1oc2ccc(Br)cc2cc1-c1cn2c(n1)sc1ccccc12	-3	2
CCOC(Cn1c(COc2ccccc2)nc2ccccc21)OCC	-14	-10
COc1ccc(S[C@@H](CCN2CC[C@H](NC(=O)OCc3ccccc3)CCC2=O)c2ccccc2)cc1	24	-2
Cc1noc(C)c1C(=O)N1CCCC1c1cc(C(C)C)no1 (stereo not drawn)	-2	14
COc1ccc(S(=O)(=O)Nc2ccc3c(c2)OCO3)cc1	28	-2
Cc1scc2nc(C(=O)N3CCN(C)CC3)nc(N(C)C)c12	2	-4
COCCC1CCN(C(=O)c2ccsc2)CC1	-2	-2
Brc1ccc(CN2CCN(Cc3ccco3)CC2)cc1	3	-4
Cn1ncc([N+](=O)[O-])c1C(=O)Nc1ccc(-c2nc3ccccc3[nH]2)cc1	10	-3
COc1ccc(C2(CNC=O)CCCC2)cc1OC	4	3
COc1ccc(OC)c(N2CCN(C(=O)c3ccccc3C)C(C)C2=O)c1 (stereo not drawn)	-9	3
CCc1ccc(C(=O)N2CCN(c3nnc4cccc(C)n34)CC2)cc1	4	0
Cc1noc(COC2CCCN(C(=O)c3cnccn3)C2)n1 (stereo not drawn)	-7	1
CN(c1ccccc1)S(=O)(=O)c1cc(Cl)ccc1Cl	-39	2
CC(C)CC(=O)N1CCCN(c2ccc(NC(=O)c3ccc(F)cc3F)cn2)CC1	2	-5
O=C(Oc1ccc2c(c1)oc(=O)c1ccccc12)c1ccccc1	x	3
COc1ccccc1CC(=O)N1CCCC1c1cc(C(C)C)on1 (stereo not drawn)	-4	2
Cc1ccc(CNC(=O)C2CCN(c3ccc(N4CCCCC4)nn3)CC2)cc1	-9	-6
CSc1nc2nnc(-c3nc4ccccc4[nH]3)c(N)n2n1	14	x
